NS5 inhibitors: flavivirus cap methylation enzyme inhibition – biochemical, confirmation dose response, primary screen (AID 588689). actives 0.3% (n = 340,000). inhibition, % at 25 µM; hits with a dose series show IC50 in µM. Dengue-2 NS5 methyltransferase capping enzyme assay, biochemical; higher % means a stronger effect; in the data active = a potency from the dose series; inconclusive = inhibition above about 29% without an active follow-up result
West Nile antiviral: West Nile virus antiviral activity, cell-based, CPE readout (AID 1621) | West Nile virus-infected cells, CPE inhibition; higher % means a stronger effect | one-dose CPE inhibition, % at 10 µM; IC50 in µM for titrated hits | actives 0.02% (n = 290,000); in the data active = a potency from the dose series; inconclusive = CPE inhibition mostly from about 3.7% at the one dose, without a potency; inactive = the rest, 99 in 100 with CPE inhibition below about 2.2%; note: strong numbers were not always called active
Siah-1 displacement: Siah-1 peptide-binding antagonists, primary screen, biochemical, fluorescence polarization, rhodamine-plectin, uHTS (AID 1817); actives 0.02% (n = 290,000); Siah-1 / rhodamine-plectin peptide fluorescence polarization; higher % means a stronger effect; one-dose displacement, % at 20 µM; IC50 in µM for titrated hits;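 active = displacement of at least 50% at 20 µM, with a fluorescence ratio check between 0.3 and a set limit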;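 note: plate controls were Siah plus tracer with DMSO for no effect and tracer alone without Siah for full effect; strong numbers were not always called active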
MgcRacGAP inhibition: MgcRacGAP GTPase-activating activity inhibitors, confirmation, biochemical, ADP Hunter fluorescence. MgcRacGAP-stimulated Rac1 GTP hydrolysis, ADP Hunter fluorescence; higher % means a stronger effect; GST-tagged Rac1 F28L mutant substrate. one-dose inhibition, % at 30 µM; IC50 in µM for titrated hits. actives 0.6% (n = 340,000). AID 624330;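 active = first-screen hits whose inhibition reached a set limit at any dose in the follow-up dose series; inconclusive = inhibition above the set first-screen limit but never retested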;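 note: fluorescence reports GDP produced by GAP-driven GTP hydrolysis; strong numbers were not always called active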
Large T inhibition: SV40 large T antigen inhibitors, biochemical (AID 1903) | inhibition, % at 20 µM; hits with a dose series show IC50 in µM | actives 0.39% (n = 310,000) | SV40 large T antigen ATPase/helicase inhibition assay; higher % means a stronger effect; in the data active = a potency from the dose series; inconclusive = inhibition mostly from about 32% at the one dose, without a potency; inactive = the rest, 99 in 100 with inhibition below about 32%; note: strong numbers were not always called active
UTI89 phage lysis: inhibition of K1F phage lysis, E. coli UTI89, bacterial capsule biogenesis inhibitors, alamar blue (AID 488966); E. coli UTI89 K1F phage lysis, alamar blue, 2 h; higher % means a stronger effect; one-dose inhibition, % at 100 µM; IC50 in µM for titrated hits; actives 0.02% (n = 340,000);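 active = phage lysis inhibition, versus mean bacterial control, above a set limit; inconclusive = no clear call, values can overlap the other calls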;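 note: capsule biogenesis inhibitors block K1F phage lysis so surviving cells raise fluorescence; higher fluorescence means more inhibition of phage lysis; actives were called in the ten point dose series up to 300 µM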
NTR1 agonist: agonists of NTR1, primary screen, imaging, U2OS cells, beta-arrestin-GFP, high content (AID 493036); P30989; NTR1-U2OS beta-arrestin-GFP spot imaging, agonist mode; activation, % at 20 µM; actives 0.17% (n = 330,000);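 active = activation at or above 40% of the spot to cytoplasm intensity ratio, with at least 20 cells analyzed; inconclusive = wells under 20 cells, flagged as cytotoxic or low count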;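 note: 0% = DMSO without peptide and 100% = 100 nM NTR1 peptide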
Target sequence (P30989 whole entry, looked up): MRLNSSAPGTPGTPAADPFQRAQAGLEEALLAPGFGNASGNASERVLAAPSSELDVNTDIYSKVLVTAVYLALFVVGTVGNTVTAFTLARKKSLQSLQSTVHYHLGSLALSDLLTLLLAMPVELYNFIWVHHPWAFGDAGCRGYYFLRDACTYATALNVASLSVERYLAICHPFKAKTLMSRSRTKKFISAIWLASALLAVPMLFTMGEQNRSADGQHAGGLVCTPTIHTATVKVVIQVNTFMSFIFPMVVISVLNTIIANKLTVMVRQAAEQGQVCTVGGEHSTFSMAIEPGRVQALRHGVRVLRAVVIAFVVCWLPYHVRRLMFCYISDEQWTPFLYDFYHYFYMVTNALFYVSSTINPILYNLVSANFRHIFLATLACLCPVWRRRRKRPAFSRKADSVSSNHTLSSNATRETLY
RSV CPE inhibition: RSV antiviral activity via CPE protection, HEp-2 cells, primary 10 µM value included (AID 2391); HEp-2 cells, RSV-induced CPE inhibition; higher % means a stronger effect; actives 0.13% (n = 310,000); one-dose CPE inhibition, % at 10 µM; IC50 in µM for titrated hits; in the data active = a potency from the dose series; inconclusive = CPE inhibition mostly from about 23% at the one dose, without a potency; inactive = the rest, 99 in 100 with CPE inhibition below about 21%; note: strong numbers were not always called active
AID2073: disruptors of CaV2.2 binding to Mint1 – biochemical, HTRF (AID 2073) | inhibition, % at 20 µM; hits with a dose series show IC50 in µM | actives 0.19% (n = 290,000) | HTRF protein-protein interaction, Mint1-CaV2.2; higher % means a stronger effect; in the data active = inhibition mostly above about 51%, no sharp cut-off; inconclusive = no clear call, values can overlap the other calls; inactive = mostly below about 53%; note: some results filed as inactive read as strong as hits
NTR1 agonist cell count 20 µM: further read-out of NTR1 agonist, marked with its call; cell count; measured here: cell count, cytotoxicity flag
NS5 inhibitors pilot replicate: recorded beside NS5 inhibitors, whose call it bears; inhibition, %; measured here: pilot screen replicate inhibition
* hit, by the source's call; ? = inconclusive; nt = no result given; [ ] = remark or other dose. Rows are unselected. About 1.6% of those tested had a hit in this group.

SMILES | NS5 inhibitors | West Nile antiviral | Siah-1 displacement | MgcRacGAP inhibition | Large T inhibition | UTI89 phage lysis | NTR1 agonist | NTR1 agonist cell count 20 µM | RSV CPE inhibition | AID2073 | others
Cc1ccsc1-c1nc(CSCC(=O)NCCN2CCCC2)c(C)o1 | -2% | -1.2% | -2% | 4% | 9% | -0.1% | -1.2 | 81 | 0.3% | 10%
COc1ccc(N2CCN(C(c3ccccc3OC)c3nnnn3Cc3ccco3)CC2)cc1 (stereo not drawn) | -9% | 0.2% | 4% | 16% | 17% | -0.3% | -1.1 | 70 | 2.3% | 4%
Cn1cccc1Cc1nnc(SCC(N)=O)n1-c1ccc(F)cc1 | -1% | 0.8% | -1% | 4% | 3% | 5.0% | -1.2 | 55 | -0.4% | 14%
Cc1ccc(NC(=O)c2cccs2)cc1NC(=O)c1cccc(F)c1 | -12% | -1.0% | 1% | 5% | 10% | 0.7% | 0.1 | 44 | 6.2% | 15%
CCc1ccccc1N/C(=N\S(=O)(=O)c1ccccc1)C(F)(F)F | -1% | -0.2% | -7% | 2% | 5% | -1.1% | 1.4 | 54 | 1.5% | -7%
CC(=O)Oc1ccc(C(c2ccc(OC(C)=O)cc2)c2ccccn2)cc1 | -1% | ? | 2% | 4% | 19% | -0.1% | -2.6 | 59 | 1.1% | 10%
OC[C@H]1O[C@@H]2O[C@H]3[C@H](O)[C@@H](O)[C@@H](O[C@H]4[C@H](O)[C@@H](O)[C@@H](O[C@H]5[C@H](O)[C@@H](O)[C@@H](O[C@H]6[C@H](O)[C@@H](O)[C@@H](O[C@H]7[C@H](O)[C@@H](O)[C@@H](O[C@H]1[C@H](O)[C@H]2O)O[C@@H]7CO)O[C@@H]6CO)O[C@@H]5CO)O[C@@H]4CO)O[C@@H]3CO | nt | 0.4% | 2% | nt | 10% | nt | 1.1 | 60 | -0.6% | 2%
CCOC(=O)C1C(=O)C=C(c2cccc(NS(C)(=O)=O)c2)CC1c1ccco1 (stereo not drawn) | 1% | -0.2% | -2% | 7% | -61% | 1.0% | -1.1 | 95 | 1.7% | 7%
Cc1[nH]c2ccccc2c1C(=O)CSc1nc2ncc(Cl)cc2[nH]1 | -2% | -0.7% | 1% | 5% | 6% | 0.4% | 3.9 | 49 | -2.0% | 29%
C=CCn1c(COc2ccc(CC)cc2)nnc1SCC(=O)N(C)C1CCS(=O)(=O)C1 (stereo not drawn) | -2% | 0.0% | -2% | 5% | 1% | 0.4% | -1.8 | 88 | 0.1% | 1%
CN(C)CCN1C(=O)C2C3C=CC(C3)C2C1=O (stereo not drawn) | -11% | 0.0% | 2% | -1% | 22% | 0.1% | 6.2 | 92 | -0.1% | 7%
Cc1nnc2ccc(-c3cccc(NS(=O)(=O)c4cc(F)ccc4F)c3)nn12 | 1% | nt | nt | 0% | 6% | 0.1%[50 µM] | 0.1 | 63 | 2.8% | nt
Cc1cccc(NC(=O)c2n[nH]c([N+](=O)[O-])c2Br)c1C | 5% | -0.9% | 16% | 6% | 13% | -0.6%[50 µM] | 2.0 | 71 | -0.9% | -2%
COc1ccc(CNC(=O)CNS(=O)(=O)c2ccc(Cl)cc2)cc1 | 0% | -0.4% | 2% | 1% | 7% | 0.5%[50 µM] | 1.1 | 50 | 1.0% | 4%
O=[N+]([O-])c1ccc(N2CCCC2)cc1N1CCCC1 | -5% | -1.1% | 0% | -2% | 12% | 0.5% | 0.0 | 66 | 5.7% | -10%
Cc1cc(C)nc(N2CCC(C(=O)Nc3ccc(Oc4ccccc4)cc3)CC2)n1 | 2% | 1.2% | 6% | 13% | 3% | -1.1% | 1.2 | 47 | 1.0% | 6%
Cc1ccc(OCC(=O)NCCCNC(=O)c2ccncc2)cc1 | -2% | 0.2% | -7% | 3% | 5% | 0.3% | -2.4 | 44 | 1.3% | 14%
CCC(Cc1ccccc1)NC(=O)CN(C)S(=O)(=O)c1ccc2c(c1)c(=O)n(C)c(=O)n2C (stereo not drawn) | 0% | -0.2% | 0% | 12% | 3% | -0.1% | 2.9 | 46 | 0.0% | -8%
O=C(CSc1cccc[n+]1[O-])c1cccs1 | -4% | 0.5% | 6% | 3% | 14% | 0.1% | 0.7 | 55 | 1.2% | -3%
Cc1nn(-c2ccccc2)c(Cl)c1C(=O)NCc1ccccc1F | 11% | 0.0% | 2% | -3% | 0% | -0.4% | -0.6 | 51 | 2.4% | 5%
O=S(=O)(c1ccc(F)cc1)N1CCCC1 | 0% | -0.1% | -3% | 3% | 0% | 0.9% | 0.9 | 37 | -0.7% | 18%
COc1ccc(S(=O)(=O)N2CCN(CCc3ccccc3)CC2)c(OC)c1 | -8% | -1.8% | -6% | 8% | 3% | 0.2% | -0.5 | 34 | 1.2% | -4%
S=c1nccc(-c2cc(Cl)sc2Cl)[nH]1 | -12% | 0.2% | 1% | 8% | -3% | 0.2% | -1.4 | 47 | 9.2% | -2%
Cc1occc1C(=O)N/N=C/c1cccc2ccccc12 | 1% | -0.3% | 5% | 11% | 2% | 0.2% | -1.4 | 46 | 6.2% | -11%
O=C(Nc1cccc(Cl)c1)C1CCCN(c2cnccn2)C1 (stereo not drawn) | -13% | -0.1% | -2% | 10% | 10% | 0.1% | 0.4 | 68 | 0.8% | 10%
Further compounds.
SMILES | NS5 inhibitors | West Nile antiviral | Siah-1 displacement | MgcRacGAP inhibition | Large T inhibition | UTI89 phage lysis | NTR1 agonist | NTR1 agonist cell count 20 µM | RSV CPE inhibition | AID2073 | others
CCCNc1nc2c(c(=O)n(C)c(=O)n2C)n1Cc1ccc(F)cc1 | 1% | -0.7% | -2% | 9% | 4% | -1.0% | 0.2 | 84 | 1.3% | -7%
COCCOC(=O)C1=C(C)Nc2cc(=O)[nH]c(=O)n2C1c1cccc([N+](=O)[O-])c1 (stereo not drawn) | 1% | -0.7% | 13% | -5% | 7% | -0.3% | 1.9 | 48 | 4.1% | -2%
CCNC(=S)Nc1cc(OCC)c(NC(=O)c2cccs2)cc1OCC | -2% | -0.4% | -4% | 10% | 10% | 0.1% | nt | nt | 1.6% | -20%
CCn1c(SCC(=O)NCc2ccccc2)nc2nc3c(cc2c1=O)CCCC3 | 4% | -0.6% | 14% | 1% | 8% | 0.1% | 0.7 | 51 | -1.2% | -1%
O=C(NCCN1CCOCC1)c1sc2ccccc2c1Cl | nt | -0.7% | 4% | nt | 18% | nt | 0.6 | 84 | -0.2% | 5%
O=C(CSc1nnc(NC(=O)C2CCC2)s1)NC1CC1 | -2% | -0.2% | 14% | 1% | 3% | -0.2% | 0.0 | 81 | 2.0% | 8%
ClC(Br)=C(n1cnc2ccccc21)n1cnc2ccccc21 | -4% | nt | 1% | -2% | 7% | -0.7% | 2.9 | 49 | -0.5% | -4%
COc1ccc(CNC(=O)C2CCCN2S(=O)(=O)c2ccc(C)cc2)cc1 (stereo not drawn) | 6% | 0.2% | 0% | 1% | 0% | -0.5% | -1.2 | 80 | 0.3% | 1%
Cc1ccc(S(=O)(=O)NC(C)(C)CN2CCCCC2)cc1 | 1% | 0.3% | 1% | 5% | 8% | 0.1% | -0.4 | 70 | 2.7% | 2%
Nc1nnc(CC(=O)N/N=C\c2ccc(-c3cccc(Cl)c3)o2)s1 | -2% | 0.1% | 0% | 6% | 14% | 1.9%[50 µM] | 1.0 | 72 | 20% | 4%
CC(=O)c1c(C)[nH]c(-c2ccccc2)c1C | -6% | -0.8% | -1% | 0% | 16% | 0.2%[50 µM] | 2.4 | 52 | 13% | 1%
Cc1nc(NC(=O)COc2ccccc2)sc1C(=O)Nc1ccccc1 | -8% | -0.1% | -3% | 3% | -1% | 0.2% | -1.3 | 62 | 0.8% | 7%
Cc1ccc(SCc2c(C(=O)N/N=C/C3CC=CCC3)nnn2-c2nonc2N)cc1 (stereo not drawn) | -7% | 0.3% | -2% | 5% | 5% | -1.4% | 4.4 | 47 | 1.8% | 6%
COc1ccc(Cn2ccnc2SCC(=O)NC2CCCC2)cc1 | -5% | -0.8% | -2% | 7% | 4% | 0.1% | -0.6 | 44 | 1.0% | 2%
COc1cccc(-c2ncc3ccccc3c2COC(=O)CCC(=O)O)c1 | 6% | nt | nt | 14% | nt | 2.3% | 1.0 | 50 | 0.9% | nt
CC1CN(C(=O)c2cc3ccccc3oc2=O)CC(C)O1 (stereo not drawn) | 0% | 0.3% | -3% | -2% | 6% | 3.7% | -0.4 | 52 | 2.9% | 10%
COc1ccc(CNC(=O)COC(=O)/C=C/c2ccco2)cc1 | -9% | 0.1% | -1% | 5% | -3% | -0.1% | 1.6 | 70 | -0.4% | 24%
CCOc1ccc(S(=O)(=O)N(C)CC(=O)NCc2ccc3c(c2)OCO3)cc1 | 2% | -0.6% | 3% | 8% | 2% | 0.5% | 0.0 | 67 | 1.3% | 8%
Nc1cc(=O)[nH]c(SCC(=O)N2CCCC2)n1 | -7% | nt | nt | 5% | nt | 0.5%[50 µM] | -1.5 | 42 | nt | nt
CC1CN(C(C)C)C(C)CC1OC(=O)c1ccccc1 (stereo not drawn) | -13% | -0.5% | 14% | 2% | 12% | 0.4% | 0.9 | 75 | -0.3% | 5% | NS5 inhibitors pilot replicate=-6.4
N#Cc1ccccc1NC(=O)COC(=O)CCc1ccc(S(=O)(=O)N2CCCCC2)cc1 | 1% | 0.2% | 0% | 1% | 9% | 0.9% | -0.6 | 45 | 0.8% | 4%
COCc1cc(C)nc(SCC[N+](C)(C)CC(=O)c2ccccc2)c1C#N | 4% | 0.0% | -2% | 9% | 9% | 0.6% | -0.7 | 52 | -0.7% | -1%
O=C(OC1CCOC1=O)C1CCN(S(=O)(=O)c2ccc(Cl)c(C(F)(F)F)c2)CC1 (stereo not drawn) | -2% | nt | nt | 8% | 4% | 1.1%[50 µM] | 14 | 47 | -0.4% | nt
CC(=O)c1c(C)[nH]c(C(=O)Nc2ccc(C)c(C)c2)c1C | -13% | -0.7% | 1% | -10% | 15% | -1.8% | -1.9 | 86 | 2.2% | 5%
CCn1cc(Br)c(C(=O)Nc2ccc(Cl)cc2Cl)n1 | 3% | -0.1% | -6% | 5% | 1% | 0.8% | 5.6 | 82 | 16% | 1% | NS5 inhibitors pilot replicate=-0.6

Of the compounds above, these have a cyano group.
SMILES | NS5 inhibitors | West Nile antiviral | Siah-1 displacement | MgcRacGAP inhibition | Large T inhibition | UTI89 phage lysis | NTR1 agonist | NTR1 agonist cell count 20 µM | RSV CPE inhibition | AID2073 | others
N#Cc1ccccc1NC(=O)COC(=O)CCc1ccc(S(=O)(=O)N2CCCCC2)cc1 | 1% | 0.2% | 0% | 1% | 9% | 0.9% | -0.6 | 45 | 0.8% | 4%
COCc1cc(C)nc(SCC[N+](C)(C)CC(=O)c2ccccc2)c1C#N | 4% | 0.0% | -2% | 9% | 9% | 0.6% | -0.7 | 52 | -0.7% | -1%
